Assay outcomes: PubChem, National Center for Advancing Translational Sciences (NCATS)
N370S GC = inhibits or activates N370S mutant glucocerebrosidase; actives 0.092% (n = 330,000); N370S GC spleen homogenate, 4MU-glucoside fluorescence; AID 2101; P04062; Potency, µM (titrated, usually from 59.4 µM), for inactives: at the highest dose activity change, negative = inhibition, usual class: inhibitors;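 also: 0% = full enzyme activity and -100% = no enzyme basal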
FEN1 inhibitor = human FEN1 inhibition; P39748; Recombinant FEN1 flap cleavage, fluorescence, 15 min; Potency, µM (series often up to 114 µM), for inactives: at the highest dose activity change, negative = inhibition, actives largely listed as inhibitors; actives 0.35% (n = 390,000); AID 588795; also: nearly all actives have a fitted effect of over 65% in size
Target sequence (P39748 whole entry, looked up): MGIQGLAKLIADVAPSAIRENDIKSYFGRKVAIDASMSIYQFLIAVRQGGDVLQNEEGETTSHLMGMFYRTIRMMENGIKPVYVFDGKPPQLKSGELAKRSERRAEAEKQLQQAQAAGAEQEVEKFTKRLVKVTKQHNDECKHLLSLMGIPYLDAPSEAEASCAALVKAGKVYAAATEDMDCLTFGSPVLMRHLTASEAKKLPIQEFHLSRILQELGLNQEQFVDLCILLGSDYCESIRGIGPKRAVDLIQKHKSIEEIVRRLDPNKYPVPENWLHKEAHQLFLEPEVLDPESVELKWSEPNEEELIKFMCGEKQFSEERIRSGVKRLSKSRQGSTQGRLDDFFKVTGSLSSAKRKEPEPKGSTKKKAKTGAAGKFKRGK
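Reaction started by adding substrate (50 nM final) to 10 nM enzyme after 15 min room-temperature compound preincubation. Reads at 0 and 15 min, with data normalized and fitted to a four-parameter Hill equation.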
GCN5L2 inh = inhibitors of human GCN5L2 histone acetyltransferase | Q92830 | GCN5L2 HAT assay, ThioGlo1 CoA-SH fluorescence | Potency, µM (titrated, usually from 58.9 µM), for the others: at the top dose activity change, negative = inhibition, usual class: inhibitors | actives 0.21% (n = 390,000) | AID 504327
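GCN5L2 (20nM final) in 50mM HEPES, 0.1mM EDTA pH 7.5, 0.01% Tween-20 was preincubated 15 min at room temperature with compound, then given ThioGlo1 (50uM), H3(1-25) peptide (75uM) and acetyl-CoA (70uM); CoA-thiol fluorescence (Ex340/Em540) was read at 0 and 20 min.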
* = called active by the depositor; ? = inconclusive; · = no result given; & = joins results of further samples; [ ] = remark or other dose. Calls follow the shape of the dose curve; as a rule, active = well fitted curve in the direction sought with a large enough effect; inconclusive = small, poorly fitted or top-dose-only effect, or another doubt; inactive = no such curve, though single readings can be large; an effect the other way counts as inactive or inconclusive. Unless noted, % is scaled to controls: 0 for no effect and ±100 for the full control effect; potency is read from the fitted curve at half-maximal effect. Some of the compounds tested; the hit share may differ from the screen's.

Molecule | N370S GC | FEN1 inhibitor | GCN5L2 inh
COc1cc(CN2CCC(C(=O)N3CCCC(C)C3)CC2)cc(OC)c1O (stereo not given) | 2% | -1% | -2%
Cc1ccc(-c2cn3c(n2)sc2cc(C(=O)NC(C)C45CC6CC(CC(C6)C4)C5)ccc23)cc1 (stereo not given) | · | 0% | -2%
c1ccc2c(c1)Nc1cc3ccccc3cc1S2 | -7% | -1% | 1%
CCO[C@@H]1OC(C(=O)N2CCN(Cc3ccccc3)CC2)=C[C@H](c2ccc(Br)cc2)[C@H]1CCCO | -13% | 1% | 3%
Cn1c(=O)c2c(SCC(=O)NCC3CCCO3)nc(-c3ccccc3F)nc2n(C)c1=O (stereo not given) | · | 8% | -1%
Cc1csc(SCC(=O)NC(C)c2ccccc2)n1 (stereo not given) | 1% | -5% | 0%
COc1cc(CNc2ccc(C)c(C)c2)cc(OC)c1OC | -13% | -13% | -6%
Cc1ccc(NC(=O)Cn2c(=O)nc(-c3ccccc3)c3ccccc32)cc1 | · | 0% | 24%
C=CCNC(=S)Nc1sc2c(c1C#N)CCCC2 | -8% | 3% | -7%
NS(=O)(=O)c1ccc(N=Nc2c(=O)[nH]n3c(=O)c4c([nH]c23)CCCC4)cc1 | ? | ? | ?
O=C(N/N=C/c1ccc([N+](=O)[O-])cc1)c1cc(-c2ccc3c(c2)OCO3)n[nH]1 | -8% | -8% | -28%
Nc1c(N(Cc2ccccc2)C(=O)COc2ccc(F)cc2Cl)c(=O)[nH]c(=O)n1Cc1ccccc1 | · | 1% | 1%
c1ccc2c(C3=NNC(=NC4CCCCC4)SC3)c[nH]c2c1 | -9% | -11% | 1%
CCc1nnc(NS(=O)(=O)c2ccc(NC(=S)NC(=O)/C=C/c3ccc([N+](=O)[O-])cc3)cc2)s1 | -13% | 3% | ?
Cc1noc(C)c1-c1cc(NCc2cccnc2)ncn1 | -1% | · | -18%
CCOC(=O)c1sc(NC(=O)CCN2CC(C)OC(C)C2)c(C(=O)OCC)c1C (stereo not given) | 1% | · | -3%
Cc1ccc(C(=O)NCC(c2ccc3c(c2)OCO3)N2CCN(c3ccc(F)cc3)CC2)cc1 (stereo not given) | · | -1% | 0%
Nc1nncn1C(=O)c1ccccc1Cl | 1% | -3% | -7%
CC(NC(=O)C1CCN(S(=O)(=O)c2cccc3nonc23)CC1)c1ccccc1 (stereo not given) | -3% | 4% | -20%
O=C(CNC1CCCCC1)Nc1ccc(S(=O)(=O)N2CCCCC2)cc1 | -22% | 28% | -4%
C/C(=N\O)C(=O)Nc1ccccc1 | 1% | -1% | ?
Cc1cccc(OCC(=O)Nc2ccc(N3CCN(S(C)(=O)=O)CC3)cc2)c1 | 1% | -9% | -5%
CCc1ccc(OCC(=O)NC(NC(=S)Nc2ccccc2OC)C(Cl)(Cl)Cl)cc1 (stereo not given) | 8% | 13% | 2%
COc1ccc(S(=O)(=O)N2CCCC2c2cccs2)cc1 (stereo not given) | -3% | -7% | -5%
COC(=O)c1c(NC(NC(C)=O)C(Cl)(Cl)Cl)sc2c1CCCC2 (stereo not given) | 5% | 2% | -4%
O=C(Cn1ccc2ccccc2c1=O)NCCC(=O)N1CCN(c2ccccc2)CC1 | -7% | 6% | -2%
CN(CCc1ccc(Cl)c(Cl)c1)CCN1CCCC1 | -28%&-6% | · | -10%
O=C(CSc1ccc2nnc(CCNC(=O)c3ccccc3)n2n1)Nc1ccccc1 | ? | 9% | -2%
CCN(CC)CC(=O)c1c[nH]c2ccccc12 | -10% | -3% | -5%
COC(=O)c1cccc(C(=O)N2CCCC(C(=O)c3ccccc3OC)C2)c1 (stereo not given) | -5% | 4% | -5%
CCC1CN(C(=O)N2CCC(C(=O)NCc3ccccc3OC)CC2)c2cc(C)ccc2O1 (stereo not given) | 0% | 5% | -1%
CCc1ccc2c(c1)C(=O)C(=O)N2CCS(=O)(=O)c1ccccc1 | -3% | -1% | -1%
COCCn1c(SCC(=O)Nc2ccc(C)cc2C)nc2c(oc3ccccc32)c1=O | 11% | -1% | 1%
Cc1ccc(C(=O)OCC(=O)NNC(=O)c2cccs2)c(O)c1 | -2% | -2% | 3%
COc1cccc(N2CCN(S(=O)(=O)c3ccc(-c4cc(C(F)(F)F)on4)s3)CC2)c1 | · | 1% | -14%
COc1ccc(C(=O)OCC(=O)NC(=O)NC2CCCC2)c(O)c1 | 0% | -2% | 1%
CCCn1nnnc1NCc1ccc(Cl)cc1Cl | -6% | 3% | 1%
O=C(CSc1nnc2c(n1)[nH]c1ccc(F)cc12)OCc1ccccc1 | -21% | 3% | -7%
COc1ccc(/C=N/NC(=O)c2[nH]c3ccc(C)cc3c2-c2ccccc2)c(C(=O)O)c1OC | 1% | 9% | -8%
CCCCc1nnc(SCc2ccc(OCC)cc2)n1N | 5% | -10% | -1%
O=C(NCC(=O)N(Cc1cccs1)C(C(=O)NC1CCCCC1)c1ccco1)c1cccs1 (stereo not given) | 7% | -2% | 4%
O=C(Nc1ccccc1)c1ccc(OC(=O)c2ccccc2)cc1 | -1% | 2% | -2%
CCCc1nc(SC2CCCC2)c2c(=O)n(C)c(=O)n(C)c2n1 | -8% | ? | -4%
CN(C)Cc1ccc(F)cc1Sc1ccc(Cl)cc1Cl | -3% | -1% | -7%
O=C(NCc1ccccc1C(F)(F)F)C1CC(O)CN1C(=O)Nc1ccccc1 (stereo not given) | -11% | 30% | -26%
O=C1/C(=C\c2cc(Cl)c(O)c(Cl)c2)SC(=S)N1Cc1ccccc1 | -1% | 50µM* | -1%
O=C(Cn1cc2c(n1)CCCC2)N1CCc2ccccc21 | 2% | -6% | 1%
COc1ccc(-c2nn(-c3ccccc3)cc2C(=O)n2nnc3ccccc32)cc1 | 24% | -2% | 1%
O=C1OCc2ccc(NC(=O)c3sccc3Cl)cc21 | -4% | 5% | -6%
COc1ccc(C(=O)NCc2nc3ccccc3[nH]2)cc1OC | 1% | -13% | -2%
CCC(=O)Nc1ccc(OCc2nc3ccccc3s2)cc1 | 8% | -4% | -20%
Cc1ccc(-c2csc(C3=C(O)CN(NC(=O)c4ccc([N+](=O)[O-])cc4)C3=N)n2)cc1 | 0% | -18% | -1%
O=C1c2oc3ccccc3c(=O)c2C(c2cccc(O)c2)N1CCCN1CCOCC1 (stereo not given) | 0% | 17% | 1%
CC(C)CCNC(=O)c1ccc2c(SCC(=O)O)c3c(nc2c1)CCC3 | 10% | -7% | 10%
CCCc1nnc(NC(=O)CCC(=O)Nc2ccc(Cl)cc2)s1 | -16% | -8% | -4%
CC(=O)c1ccc(Nc2ccc([N+](=O)[O-])c3nonc23)cc1 | 1% | -5% | ?
Cc1ccc(S(=O)(=O)N2CCOCC2)cc1C(=O)NCc1ccccc1CN1CCCC1 | · | -2% | -2%
Cn1c(=O)c2c(nc(Sc3nc4ccccc4n3CC(=O)N3CCCCC3)n2C)n(C)c1=O | 2% | -14% | -3%
O=C(O)CN(c1ccccc1)S(=O)(=O)c1cc(C(F)(F)F)cc(C(F)(F)F)c1 | 1% | -1% | -4%
CCCCc1ccc(NC(=O)OC)cc1 | 13% | 3% | -4%

Single records, as listed above.
COc1ccc(S(=O)(=O)N2CCCC2c2cccs2)cc1 (stereo not given) across the screens: N370S GC: -3%; FEN1 inhibitor: -7%; GCN5L2 inh: -5%
Cc1ccc(S(=O)(=O)N2CCOCC2)cc1C(=O)NCc1ccccc1CN1CCCC1 across the screens: N370S GC: ·; FEN1 inhibitor: -2%; GCN5L2 inh: -2%

(further entries)
Molecule | N370S GC | FEN1 inhibitor | GCN5L2 inh
CC1CN(CC(=O)Nc2cc(S(=O)(=O)N3CCCC3)ccc2Cl)CC(C)O1 (stereo not given) | -6% | -12% | -2%
O=C(NCCC1=CCCCC1)c1cc(S(=O)(=O)N2CCCCC2)ccc1Cl | 1% | -2% | -7%
CCOc1ccc(CCn2c(-c3ccco3)nc3ccccc3c2=O)cc1OCC | 11% | -15% | -3%
Cc1ccc2oc(C(=O)N(Cc3nccn3C)C(C)C)c(C)c2c1 | -13% | -1% | -4%
CCOC(=O)/C(=N\Nc1ccc(Br)cc1)N1CC(C)OC(C)C1 (stereo not given) | -12% | -11% | -25%
COc1cccc(C(=O)Nc2ccc(S(=O)(=O)Nc3nccc(C)n3)cc2)c1 | 1% | 2% | -3%
O=S(=O)(NCCc1csc2nc(-c3ccc(F)cc3)nn12)c1ccc(Br)cc1 | · | 2% | 2%
CC1CCN(C(=O)COC(=O)/C=C/c2ccco2)CC1 | · | 29% | -3%
COc1cc(C(=O)Nc2nc(C)cc(C)n2)cc(OC)c1OC | 2% | -9% | ?
CCN(Cc1ccccc1)C(=O)CN1C(=O)COc2ccc(S(=O)(=O)NC3CCCC3)cc21 | 0% | -3%&-6% | -4%&-9%
Cc1nc2c(sc(=S)n2Cc2ccco2)c(=O)n1CC(=O)Nc1ccc(F)cc1 | -3% | 23% | -7%
Oc1c(Br)cc(Br)cc1/C=N/n1c(-c2ccccc2)n[nH]c1=S | 12% | -16% | -18%
CCOC(=O)N1CCN(C(=S)Nc2ccc(C)cc2C)CC1 | 2% | 3% | 2%
Cc1c(CCCN)c2ccccc2n1Cc1ccccc1 | -12% | -2% | 22%
O=C(Nc1ccc(OC(F)(F)F)cc1)C1CCCN(S(=O)(=O)c2ccc(Br)s2)C1 (stereo not given) | · | 2% | -6%

Some of the entries so far, with two lines to a compound:
Results follow in this order: N370S GC | FEN1 inhibitor | GCN5L2 inh
CCN(Cc1ccccc1)C(=O)CN1C(=O)COc2ccc(S(=O)(=O)NC3CCCC3)cc21
 : 0% | -3%&-6% | -4%&-9%
Cc1nc2c(sc(=S)n2Cc2ccco2)c(=O)n1CC(=O)Nc1ccc(F)cc1
 : -3% | 23% | -7%
Oc1c(Br)cc(Br)cc1/C=N/n1c(-c2ccccc2)n[nH]c1=S
 : 12% | -16% | -18%

(next part)
Molecule | N370S GC | FEN1 inhibitor | GCN5L2 inh
C/C(=N\NC(=O)COc1ccccc1[N+](=O)[O-])c1cccs1 | 8% | -6% | -6%
O=C(N/N=C/c1cc(Cl)cc([N+](=O)[O-])c1O)c1ccccc1NS(=O)(=O)c1cccs1 | 2% | -33% | -4%
O=C(CSc1nc2ncc(Br)cc2[nH]1)c1cccc([N+](=O)[O-])c1 | 7% | ? | -5%
CC(=O)c1ccccc1NC(=O)c1ccc(OCc2c(C)noc2C)cc1 | · | 6% | -4%
CC1=C(C)CC(C(=O)NNC(=O)c2csc3c2CCC(C(C)(C)C)C3)C(C(=O)O)C1 (stereo not given) | -17% | -5% | 2%
CCCNC(=O)c1ccc2c(c1)nc(C)n2-c1cccc(C)c1 | -27% | -3%&20% | 6%&-9%
Cc1oc(-c2ccc(Cl)cc2)nc1CS(=O)CC(=O)NCc1ccccn1 (stereo not given) | 7% | -2% | 0%
CC(=O)CCn1cnc([N+](=O)[O-])n1 | 9% | 3% | -5%
CCCCCCCCOC(=O)C(NC(=O)CCC(=O)Nc1ccc(S(N)(=O)=O)cc1)C(O)c1ccccc1 (stereo not given) | 1% | 1% | -6%
CCCCNC(=O)/C=C/c1ccc(S(=O)(=O)Nc2ccc(OC)cc2)cc1 | -8% | 4% | 3%
O=C(CNC(=O)c1cccs1)N=Nc1c(O)[nH]c2ccc(Br)cc12 | 4% | -1% | 1%
Cc1cccc2cc(CN(Cc3ccccc3)C(=O)c3cccc(F)c3)c(Cl)nc12 | 12% | -1% | 36%[activator]
CCN(CC)S(=O)(=O)c1ccc(NC=C(C#N)C#N)cc1 | 4% | -7% | -2%
O=C(CNC(c1ccccc1)c1ccccc1)Nc1ccccc1Br | 2% | -22% | -9%
CCOC(=O)Cn1c(CN(Cc2ccccc2)Cc2ccccc2)nc2c1c(=O)n(C)c(=O)n2C | 9% | -5% | -2%
CC(C)c1ccc(C2(C)NC(=O)N(C(C)C(=O)Nc3ccc(N4CCOCC4)cc3)C2=O)cc1 (stereo not given) | -10% | -5% | -5%
O=C(c1cccc(S(=O)(=O)N2CCCC2)c1)c1nnc(-c2ccncc2)o1 | -5% | -4% | -1%
CCC(=NCCc1c(C)[nH]c2ccccc12)C1=C(O)CC(c2ccccc2)CC1=O (stereo not given) | 9% | -6% | -8%
Cc1ccc([N+](=O)[O-])c(OCCN2C(=O)NC(C)(C)C2=O)c1 | 4% | 23% | -2%
COc1ccc(/C=N/OCC(=O)N2CCCC2)c(OC)c1 | -2% | 5% | 3%
